UHRF1 MBD2 ctr – UHRF1 methyl-DNA binding inhibition | inhibition, % at 4.4 µM | UHRF1 binding to methylated oligo, TR-FRET | AID 687016 | Q96T88 | actives 0.75% (n = 370,000); in the data active = inhibition above about 21%;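 note: UHRF1 SRA domain binding a hemimethylated CpG hairpin DNA probe; 0% = median of test compound wells and 100% = reference inhibitor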
LEDGF integ inh – blocks HIV-1 LEDGF/p75-dependent DNA integration | TR-FRET IN-LEDGF/p75 DNA integration, Eu/Cy5 | inhibition, % at 3.7 µM | actives 0.64% (n = 370,000);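 active = inhibition above the screen-wide mean plus 3 SD, cut at about 13% in these data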;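 note: signal is the Cy5 over europium emission ratio at 671 and 618 nm; 0% = plate median of compound wells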
SIAE primary – inhibitors of human sialic acid acetylesterase SIAE. inhibition, % at 9.66 µM. SIAE FP-Rh probe binding, fluorescence polarization. actives 0.69% (n = 370,000). Q9HAT2;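 active = inhibition above a cutoff: mean of compounds within the control limits plus 3 SD of those, cut at about 17% in these data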;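 note: 0% = plate median of compound wells and 100% = probe without SIAE protein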
Target sequence (Q9HAT2 whole entry, looked up): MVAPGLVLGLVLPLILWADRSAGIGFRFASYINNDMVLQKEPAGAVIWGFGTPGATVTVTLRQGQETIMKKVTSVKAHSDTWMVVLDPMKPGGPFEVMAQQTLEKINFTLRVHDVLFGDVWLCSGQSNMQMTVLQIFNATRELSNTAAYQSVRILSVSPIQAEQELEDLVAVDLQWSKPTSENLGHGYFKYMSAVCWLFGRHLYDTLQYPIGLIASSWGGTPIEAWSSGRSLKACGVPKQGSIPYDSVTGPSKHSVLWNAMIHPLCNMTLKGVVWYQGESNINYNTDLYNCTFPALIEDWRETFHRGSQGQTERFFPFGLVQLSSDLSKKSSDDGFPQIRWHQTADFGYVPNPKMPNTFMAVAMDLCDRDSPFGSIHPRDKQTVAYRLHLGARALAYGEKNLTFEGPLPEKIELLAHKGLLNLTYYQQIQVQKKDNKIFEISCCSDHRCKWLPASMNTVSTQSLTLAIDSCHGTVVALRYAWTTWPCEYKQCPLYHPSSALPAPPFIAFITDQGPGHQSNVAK
Tn7 DDE FP – disrupts Tn7 cyclic peptide binding to fibrin D-Dimer-E complex; P02675; FP displacement of FITC-Tn7 peptide from fibrin DD(E); 0% = median of compound wells per plate; inhibition, % at 8.3 µM; actives 0.13% (n = 370,000);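 active = inhibition above the mean of compounds falling within the control limits plus 3 SD of them, cut at about 14% in these data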;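 note: 0% = plate median of compound wells and 100% = 10 µM Aha-Tn7 peptide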
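Assay system: Fibrin-DD(E) protein isolated from polymerized human fibrin clots; read-out basis: percent inhibition; medium: Tris/NaCl/CaCl2 buffer, pH 7.8; signal: FP measurement; incubation: 10 min plus 3 h, room temperature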
TDP2 absorb – blocks human TDP2 phosphodiesterase activity. inhibition, % at 12.8 µM. AID 720702. actives 0.34% (n = 370,000). O95551. recombinant TDP2, T5PNP hydrolysis, p-nitrophenol absorbance 415 nm;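 active = inhibition above the mean of all tested compounds plus 3 SD, set per campaign, cut at about 25% in these data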;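 note: 0% = DMSO with enzyme and 100% = buffer with substrate but no TDP2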
Target sequence (O95551 whole entry, looked up): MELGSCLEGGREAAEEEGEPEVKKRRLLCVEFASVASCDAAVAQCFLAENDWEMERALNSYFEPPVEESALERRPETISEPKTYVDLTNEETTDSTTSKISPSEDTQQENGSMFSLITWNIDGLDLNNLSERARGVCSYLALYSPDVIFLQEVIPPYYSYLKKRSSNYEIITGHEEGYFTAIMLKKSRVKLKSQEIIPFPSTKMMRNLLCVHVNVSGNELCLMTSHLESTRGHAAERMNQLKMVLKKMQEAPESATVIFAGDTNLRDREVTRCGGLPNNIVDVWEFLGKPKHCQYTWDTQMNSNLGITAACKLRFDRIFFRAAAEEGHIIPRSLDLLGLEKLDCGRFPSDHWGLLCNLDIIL
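Evaluation: % inhibition relative to enzyme-containing and enzyme-free wells. Material: recombinant human TDP2. Benchmarks: enzyme-free and DMSO wells. Timing: enzyme reaction with compound for 2 h at 37 °C. Compound dosing: 12.8 µM only. Measured by: p-Nitrophenol epi absorbance. Reagent: T5PNP substrate at 5 mM, a TopII-DNA adduct mimic. Replication: single well per compound.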
PRMT1 FP inh – inhibitors of human PRMT1. Q99873. recombinant PRMT1, activity-based probe fluorescence polarization. inhibition, % at 2.79 µM. actives 1.3% (n = 370,000);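 active = inhibition above about 21% made by adding two undisclosed values, limit read from the data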
HTRA1 inhibitor – HTRA1 (human) protease inhibition; Q92743; recombinant HTRA1, FP-rhodamine activity-based probe, fluorescence polarization; inhibition, % at 5.96 µM; actives 0.5% (n = 340,000); in the data active = inhibition above about 36%;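 note: 0% = enzyme with DMSO and 100% = wells lacking enzyme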
PG9 binder – small molecules binding HIV-1 gp120 antibody PG9; TR-FRET gp120-PG9 antibody binding; actives 0.43% (n = 360,000); inhibition, % at 6.7 µM; in the data active = inhibition above about 8.5%
TCR-CD3 inh – inhibitors of human TCR-CD3 interaction; TAMRA-labeled TCR probe fluorescence, biochemical; inhibition, % at 9.4 µM; actives 0.37% (n = 360,000); AID 651800; in the data active = inhibition above about 19%;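 note: recombinant mutant TCR 2C K166C tagged with TAMRA read by polarization; 0% = receptor in buffer alone and 100% = receptor with positive control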
ABHD4 inh – ABHD4 (mouse) inhibition, primary FP screen | Q8VD66 | purified mABHD4, FP-Rh probe fluorescence polarization | inhibition, % at 8.92 µM | actives 0.54% (n = 370,000);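 active = inhibition exceeding the mean over every tested compound plus 3 SD, cut at about 30% in these data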;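 note: 0% = plate median of compound wells and 100% = S159A mutant with DMSO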
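Assay system: Wild-type mouse ABHD4 protein | Medium: HEPES pH 7.0 buffer, 150 mM NaCl, 0.01% Pluronic F-127 | Incubation: Enzyme–compound pre-incubation 45 min, then probe 60 min, both 25 °C | Technique: Fluorescence polarization with parallel and perpendicular emission, 525/598 nm | Evaluation: % inhibition of FP-Rh probe binding versus controls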
An asterisk follows results filed as active; / = not tested or not shown.

molecule,SIAE primary,UHRF1 MBD2 ctr,PG9 binder,PRMT1 FP inh,TDP2 absorb,ABHD4 inh,LEDGF integ inh,Tn7 DDE FP,TCR-CD3 inh,HTRA1 inhibitor
O=C(CC(Nc1ccc(F)cc1)C(=O)OCC(=O)c1cccs1)c1ccccc1 (stereo not given),7,0,-2.0,29*,14,-1,0,0,-4,-31
CCOC(=O)CSc1ccc(S(=O)(=O)N2CCC(C)CC2)cc1[N+](=O)[O-],2,0,-4.2,5,-3,5,1,-5,2,5
CC(=O)OCC(=O)[C@H]1CC[C@H]2[C@@H]3CC=C4C[C@@H](O)CC[C@]4(C)[C@H]3CC[C@]12C,-2,1,1.1,2,0,2,0,-7,7,1
COC(C(=O)NCc1ccc(C)cc1)c1ccccc1 (stereo not given),0,1,-3.0,0,-9,3,1,-2,0,-2
O=C(COC(=O)c1ccc2[nH]c3c(c2c1)CCCC3)NC1CCS(=O)(=O)C1 (stereo not given),10,4,-3.9,4,0,1,-3,-3,0,5
CNC(=O)c1cc(C(=O)c2c(Cl)cccc2Cl)c[nH]1,1,2,0.5,-3,-10,1,3,-5,4,-2
Cc1ccc(S(=O)(=O)N2CCN(S(C)(=O)=O)C2)cc1,5,3,-1.2,-4,5,-1,-1,-3,-11,-5
CCCCn1c(NC(=S)Nc2ccccc2)nc2ccccc21,-13,-10,-1.7,-5,-7,19,12,0,0,25
CN(Cc1ccccc1F)C(=O)Cn1c(-c2cncs2)nc2ccccc21,-5,-1,/,2,-3,-5,-3,-9,/,/
COc1ccc(S(=O)(=O)N2CCN(c3ccc(F)cc3)CC2)cc1C(=O)N1CCOCC1,-1,11,0.8,-1,-9,2,-3,6,-10,4
N#Cc1ccc(N2Cc3ccccc3C2=NC(=O)c2cccnc2Cl)cc1,2,-4,-1.0,1,10,3,2,5,10,-8
Cc1ccccc1C(=O)NNC(=O)CSc1nc(-c2ccccc2)cc(=O)[nH]1,9,-2,-2.9,-1,19,1,0,1,4,0
CCOc1ccc(NC(=O)Cn2cc(C(C)=O)c3ccccc32)cc1,13,0,-1.8,-1,2,8,-1,6,6,6
CC(=O)c1cnn(-c2cc(Oc3ccc(F)cc3)ncn2)c1C,-1,2,4.8,-2,-1,5,0,-9,1,-3
CCc1cc2ccc(OC)cc2nc1SCC(=O)Nc1cc(C)on1,-1,1,1.3,1,6,-1,2,9,7,-3
Cc1ccc(C(=O)NCCNC(=O)c2ccc(C)o2)o1,3,2,-0.8,0,-3,1,-2,-3,-2,2
CCc1ccc(N2CCN(CCNC(=O)Nc3ccc(OC)cc3)CC2)cc1,4,-2,0.1,-1,-1,4,3,-4,6,4
O=C(COC(=O)C1Cc2ccccc2CN1C(=O)c1ccccc1)Nc1ccc(SC(F)F)cc1 (stereo not given),-4,1,-2.1,5,4,2,2,-12,8,-4
Cc1cccn2c(CN(C)C3CCOC3)c(C(=O)N3CCCCC3)nc12 (stereo not given),1,3,-1.3,1,-8,-4,4,-5,1,-1
Cc1cc(N=Nc2ccccc2)cc(C)c1NC(=O)C(F)(F)F,3,-3,-2.0,1,0,-7,-4,1,-6,4

Looked up above.
Entry of COC(C(=O)NCc1ccc(C)cc1)c1ccccc1 (stereo not given) under SIAE primary: 0
Entry of CNC(=O)c1cc(C(=O)c2c(Cl)cccc2Cl)c[nH]1 under TDP2 absorb: -10
Entry of O=C(COC(=O)C1Cc2ccccc2CN1C(=O)c1ccccc1)Nc1ccc(SC(F)F)cc1 (stereo not given) under TCR-CD3 inh: 8
Entry of Cc1cc(N=Nc2ccccc2)cc(C)c1NC(=O)C(F)(F)F under TDP2 absorb: 0
Entry of CCOc1ccc(NC(=O)Cn2cc(C(C)=O)c3ccccc32)cc1 under TCR-CD3 inh: 6

Some of these compounds in order of length of the SMILES, rising.
molecule,SIAE primary,UHRF1 MBD2 ctr,PG9 binder,PRMT1 FP inh,TDP2 absorb,ABHD4 inh,LEDGF integ inh,Tn7 DDE FP,TCR-CD3 inh,HTRA1 inhibitor
Cc1ccc(C(=O)NCCNC(=O)c2ccc(C)o2)o1,3,2,-0.8,0,-3,1,-2,-3,-2,2
O=C(CC(Nc1ccc(F)cc1)C(=O)OCC(=O)c1cccs1)c1ccccc1 (stereo not given),7,0,-2.0,29*,14,-1,0,0,-4,-31
O=C(COC(=O)C1Cc2ccccc2CN1C(=O)c1ccccc1)Nc1ccc(SC(F)F)cc1 (stereo not given),-4,1,-2.1,5,4,2,2,-12,8,-4

(further entries)
molecule,SIAE primary,UHRF1 MBD2 ctr,PG9 binder,PRMT1 FP inh,TDP2 absorb,ABHD4 inh,LEDGF integ inh,Tn7 DDE FP,TCR-CD3 inh,HTRA1 inhibitor
CCOC(=O)CN1N=C(/C=C/c2ccc(OC)cc2)CCC1=O,0,-1,-2.5,-1,1,5,0,5,3,4
Clc1ccc(-c2nc(Cc3ccccc3Cl)no2)cc1,2,3,-0.4,1,1,-6,1,-2,-2,-8
COc1cc(/C(C)=N/N2CCN(c3ccccc3OC)CC2)ccc1O,7,1,0.0,-3,9,0,-1,-1,-1,1
O=C(NCc1ccc(Cl)cc1)O[C@H]1CC[C@@]23CCCN2C(=O)CCC[C@H]3C1,-2,2,/,-6,-4,1,-2,-7,/,/
CC(C)(C)OC(=O)N1CCc2onc(-c3ccc(Cl)cc3)c2C1=O,0,17,-3.0,-4,2,2,-1,1,8,-3
FC(F)Sc1ccc(N=C2NN=C(c3ccc4c(c3)OCCO4)CS2)cc1,11,-4,-1.7,-1,-7,-8,-3,-5,-1,5
CN(C)C(=O)c1ccccc1-c1ccccc1,-6,0,-0.1,0,-1,2,1,9,7,-3
Cn1c(Cl)c(/C=N/OC(=O)c2ccccc2Cl)c2ccccc21,-4,-1,-2.5,0,7,-10,-2,9,4,-32
C[C@H](Nc1ccc(C(F)(F)F)cc1[N+](=O)[O-])C(=O)O,-6,-2,-3.0,0,0,3,-1,5,-3,2
CCOC(=O)CN(C(=O)Cn1nnc(-c2ccc(C)cc2)n1)C(CC)C(=O)NC1CCCC1 (stereo not given),-4,7,0.5,-3,-28,2,6,-1,0,-5
COc1ccc(OC)c(NC(=O)C2CCCN(S(=O)(=O)c3cccc4cccnc34)C2)c1 (stereo not given),4,1,-0.7,-2,-6,-1,2,2,1,3
CCc1nc2ccc(C(=O)NCCCN3CCCC3=O)cn2c1N(CC)C(=O)NCCc1ccccc1,-2,3,-0.6,1,-1,2,0,0,-8,/
COc1ccc(C)cc1NC(=O)Nc1cccc(C)c1,-1,0,0.8,3,8,-4,-2,-1,8,-27
COCCCNc1cc(C)nc2ccccc12,-1,0,-1.4,-1,-8,5,-6,7,15,-5
Cc1cc(Cl)c(S(=O)(=O)Nc2ccc3c(c2)OCCO3)cc1OCC(N)=O,0,-3,-1.1,0,1,-3,-2,5,7,1
CC1CCCN(S(=O)(=O)c2ccc(NC(=O)Cc3ccc(S(=O)(=O)N4CCOCC4)s3)cc2)C1 (stereo not given),-68,0,0.6,3,5,-29,-6,2,0,-38
COc1ccc(/C=C2\SC(=S)N(NS(=O)(=O)c3ccc(C)cc3)C2=O)c(OC)c1,-15,-1,-0.6,1,-9,-4,1,6,9,-64
Cc1ccc(-c2csc3ncnc(Nc4ccc(C(=O)O)cc4)c23)cc1,-9,-1,1.1,10,2,-4,0,-12,-1,-4
CCOC(=O)C1CCN(C(=O)NC23CC4CC(CC(C4)C2)C3)CC1,-3,0,1.3,-10,0,-5,-3,4,-1,-5
CCc1cc(-c2n[nH]c(=S)n2C(C)c2ccccc2)cs1 (stereo not given),3,0,0.2,14,3,6,1,-3,-3,2
S=c1[nH]c2ccccc2o1,5,3,0.3,-3,4,2,1,0,4,5
Cc1ccc2[nH]c(=O)c(C(c3nnnn3CCc3ccccc3)N3CCOCC3)cc2c1 (stereo not given),-4,0,-0.8,-5,-5,-1,1,1,5,-5
CC1CN(C(=O)COC(=O)c2ccc(O)cc2)CC(C)O1 (stereo not given),6,-3,-2.9,-3,12,4,-4,-5,4,7
O=C(COc1ccc(Cl)cc1)N1CCCCC1,4,-3,-1.2,-1,5,5,0,2,2,-2
CCNC(=O)COc1ccc(OCc2ccccc2)cc1,1,1,-1.5,0,8,-4,-1,1,-2,-9
Cc1cccc(-n2c(-c3ccncc3)n[nH]c2=S)c1C,3,1,1.8,-4,-13,1,-2,-1,0,-1
O=C(Oc1coc(CSc2ncccn2)cc1=O)c1cccs1,0,-2,0.7,2,13,9,0,-3,-6,9
CC(C)/C=C/C(=O)N1CCCC(N2CCN(c3ccccc3F)CC2)C1 (stereo not given),-1,-3,-0.1,-3,16,5,-2,-7,-4,-4
Cc1cccc(OC(C)C(=O)N2CCc3ccccc3C2)c1 (stereo not given),2,0,-0.1,-1,9,-3,6,-3,-3,1
C=CCN(CC=C)C(=S)NC(=O)c1ccc(OC)cc1,1,-2,-0.4,2,3,0,-1,10,-4,-25
CN1CCN(C(=O)c2ccc3c(c2)N(Cc2cccc(Cl)c2)C(=O)c2ccccc2S3(=O)=O)CC1,3,0,0.8,1,7,4,0,-1,4,4
NS(=O)(=O)c1ccc(NC(=S)NCc2cccs2)cc1,-7,0,-2.1,6,-16,-8,8,-4,3,-1
CCc1cccc(NC(=O)C2CCN(S(=O)(=O)c3ccc4c(c3)NC(=O)CO4)CC2)c1,-3,-2,-1.3,2,-9,-6,-2,0,-3,-8
O=C(Nc1ccccc1)c1ccc(Cn2cc(C(F)(F)F)ccc2=O)cc1,-4,-1,0.6,-4,14,-9,3,-3,11,-24
CCCn1c(N)c(N2CCCCC2)c(=O)n(CC(=O)Nc2ccccc2)c1=O,-4,1,1.0,0,8,0,-2,-2,6,-1
Cc1cccc(C(=O)OCC(=O)NC(C)C2CC3CCC2C3)c1O (stereo not given),-3,4,-2.9,-3,-17,-7,2,-6,0,-24
COc1ccc(NC(=O)CCN2C(=O)c3ccccc3C2=O)cc1,-1,2,0.2,-1,-6,-2,1,-1,7,6
CCC1(C)Nc2ccccc2C(=O)N1O (stereo not given),10,0,-3.8,2,-9,1,-3,-2,4,3
Cc1ccc(C)c(S(=O)(=O)N2CCN(C(=O)c3cc(S(=O)(=O)NCc4ccccc4)ccc3C)CC2)c1,-2,0,-1.4,2,3,-4,1,-2,5,-19
O=C(Cn1cc(/C=N/NC(=O)c2ccccc2Br)c2ccccc21)Nc1ccc(F)cc1,-15,2,0.6,1,-2,-35,0,-3,3,-15
CC(C)=CCc1c(O)c(CC=C(C)C)c2c(c1O)C(=O)CC(c1ccc(O)cc1)O2 (stereo not given),-8,-4,0.2,0,-13,-32,-1,11,11,-37
